Screens deposited in PubChem BioAssay by The Scripps Research Institute Molecular Screening Center.
ASAP1 GAP inh = inhibitors of human ASAP1 ArfGAP activity | Q9ULH1 | ASAP1-stimulated ARF1 GTP hydrolysis, GDP FP detection | inhibition, % at 16.5 µM | 0.19% of 360,000 active; in the data active = inhibition above about 25%;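 note: 0% = vehicle with enzyme and substrate and 100% = no enzyme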
ARFGAP1 inh = inhibitors of rat ARFGAP1. Q62848. Arfgap1-stimulated ARF1 GTP hydrolysis, GDP FP detection. inhibition, % at 16.5 µM. 0.26% of 360,000 active. AID 651572;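 active = inhibition above a per-plate limit, mean inhibition of low control wells plus 3 SD, cut at about 25% in these data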;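 note: 0% = DMSO wells with enzyme and 100% = wells lacking Arfgap1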
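Assay system: purified rat His6-Arfgap1 residues 1-136 (GAP domain); Reagent: human Δ17 ARF1 bound to GTP; Dosing: 16.5 µM single point, 1.26% DMSO; Times: GTP hydrolysis reaction 2 h at 25 °C; Signal: FP, GDP Alexa 633 tracer displaced from anti-GDP antibody, 620/688 nm; Measure: % inhibition from polarization.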
Tn7 DDE FP = inhibitors of Tn7 peptide binding to human fibrin DD(E). FP displacement of FITC-Tn7 peptide from fibrin DD(E); 0% = median of compound wells per plate. inhibition, % at 8.3 µM. 0.13% of 370,000 active. AID 720508;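 active = inhibition above the mean of compounds falling within the control limits plus 3 SD of them, cut at about 14% in these data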;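 note: 0% = plate median of compound wells and 100% = 10 µM Aha-Tn7 peptide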
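assay system = human clot-derived fibrin DD(E) complex | quantity = Fibrin-DD(E) at 2 µM final | timing = 10 min preincubation, 3 h with tracer, room temperature | signal = fluorescence polarization | measure = percent inhibition | benchmarks = high control wells with 10 µM unlabelled Aha-Tn7 peptide (full inhibition) | replicates = singlicate testing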
ADAM17 inh = inhibitors of human ADAM17. 0.83% of 370,000 active. AID 720648. P78536. recombinant ADAM17, EDANS/DABCYL FRET peptide cleavage. inhibition, % at 6.95 µM;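 active = inhibition above the mean of compounds lying between control limits plus 3 SD, set per campaign, cut at about 8.5% in these data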;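 note: 0% = DMSO-only wells as the low control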
ADAM10 inh = ADAM10 inhibition, QFRET primary screen | O14672 | inhibition, % at 7 µM | 0.62% of 370,000 active | recombinant ADAM10, EDANS/DABCYL FRET peptide cleavage, 3 h | AID 720582;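 active = inhibition above a per-campaign cutoff equal to the mean of compounds falling between control-based bounds plus 3 SD, cut at about 20% in these data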;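 note: 0% = DMSO wells while the 100% control is not disclosed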
PLCg1 inh = inhibitors of human phospholipase C gamma1; P19174; purified PLC-gamma1, fluorogenic substrate, fluorescence; AID 720700; inhibition, % at 12.2 µM; 0.84% of 370,000 active; in the data active = inhibition above about 9.5%
TDP2 inh = TDP2 (human) inhibition, absorbance primary screen | O95551 | recombinant TDP2, T5PNP hydrolysis, p-nitrophenol absorbance 415 nm | inhibition, % at 12.8 µM | 0.34% of 370,000 active;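 active = inhibition above the mean of all tested compounds plus 3 SD, set per campaign, cut at about 25% in these data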;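 note: 0% = DMSO with enzyme and 100% = buffer with substrate but no TDP2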
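Test system: Human TDP2 enzyme | Reagent: 5 mM T5PNP | Compound dosing: 12.8 µM single point, 1% DMSO | Incubation: Enzyme reaction with compound for 2 h at 37 °C | Technique: p-Nitrophenol epi absorbance | Read-out: % inhibition relative to enzyme-containing and enzyme-free wells | Benchmarks: High control without enzyme, low control DMSO plus TDP2 | Replicates: Singlicate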
DDE Tn6 FP inh = disrupts Tn6 cyclic peptide binding to fibrin D-Dimer-E complex | P02675 | Fibrin DD(E) TRITC-Tn6 fluorescence polarization displacement | inhibition, % at 8.3 µM | 0.21% of 370,000 active;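 active = inhibition above a per-campaign cutoff: mean of compounds within control limits plus 3 SD, cut at about 15% in these data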;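 note: 0% = median of all compound wells on the plate and 100% = blocking peptide control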
PLC-beta3 inh = inhibitors of human phospholipase C beta3. Q01970. Purified PLC-beta3, fluorogenic substrate, fluorescence. inhibition, % at 12.2 µM. 0.18% of 370,000 active. AID 720704; in the data active = inhibition above about 11%;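 note: 0% = median of compound wells on plate and 100% = full blocker control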
Target sequence (Q01970 whole entry, looked up): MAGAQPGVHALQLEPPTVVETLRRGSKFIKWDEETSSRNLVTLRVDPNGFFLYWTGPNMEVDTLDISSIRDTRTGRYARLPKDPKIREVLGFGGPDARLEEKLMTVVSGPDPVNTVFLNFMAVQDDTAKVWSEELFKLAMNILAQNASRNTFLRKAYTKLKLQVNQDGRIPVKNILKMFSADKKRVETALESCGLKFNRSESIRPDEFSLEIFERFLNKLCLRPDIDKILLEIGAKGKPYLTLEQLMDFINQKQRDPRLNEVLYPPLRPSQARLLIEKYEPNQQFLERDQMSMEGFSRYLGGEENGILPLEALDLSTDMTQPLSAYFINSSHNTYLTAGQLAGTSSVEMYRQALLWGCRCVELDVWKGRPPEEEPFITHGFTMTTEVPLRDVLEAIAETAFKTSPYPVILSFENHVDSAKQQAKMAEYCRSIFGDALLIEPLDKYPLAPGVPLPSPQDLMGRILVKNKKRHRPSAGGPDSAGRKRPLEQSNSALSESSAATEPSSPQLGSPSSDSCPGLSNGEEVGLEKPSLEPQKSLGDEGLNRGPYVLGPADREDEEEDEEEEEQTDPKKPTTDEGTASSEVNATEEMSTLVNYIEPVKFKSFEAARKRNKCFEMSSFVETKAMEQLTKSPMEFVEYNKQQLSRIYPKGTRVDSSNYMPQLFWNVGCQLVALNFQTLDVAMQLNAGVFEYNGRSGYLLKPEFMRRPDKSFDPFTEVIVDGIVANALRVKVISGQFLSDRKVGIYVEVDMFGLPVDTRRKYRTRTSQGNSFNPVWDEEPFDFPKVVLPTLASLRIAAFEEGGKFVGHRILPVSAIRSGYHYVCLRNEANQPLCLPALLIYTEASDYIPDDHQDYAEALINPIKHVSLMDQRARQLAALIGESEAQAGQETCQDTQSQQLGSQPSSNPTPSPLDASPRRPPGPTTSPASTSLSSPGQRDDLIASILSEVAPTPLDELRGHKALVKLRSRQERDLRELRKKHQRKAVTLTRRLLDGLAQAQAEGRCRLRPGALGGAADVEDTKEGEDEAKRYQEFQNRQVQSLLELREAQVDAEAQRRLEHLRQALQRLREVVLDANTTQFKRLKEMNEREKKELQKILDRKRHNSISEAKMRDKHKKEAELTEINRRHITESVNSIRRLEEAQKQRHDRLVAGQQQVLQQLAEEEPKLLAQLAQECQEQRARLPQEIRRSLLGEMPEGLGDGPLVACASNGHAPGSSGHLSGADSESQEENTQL
SIAE inh = human SIAE inhibition, primary screen | inhibition, % at 9.66 µM | SIAE FP-Rh probe binding, fluorescence polarization | 0.69% of 370,000 active;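 active = inhibition above a cutoff: mean of compounds within the control limits plus 3 SD of those, cut at about 17% in these data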;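 note: 0% = plate median of compound wells and 100% = probe without SIAE protein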
Numbers without * were called inactive; x = not tested or not shown.

SMILES	ASAP1 GAP inh	ARFGAP1 inh	Tn7 DDE FP	ADAM17 inh	ADAM10 inh	PLCg1 inh	TDP2 inh	DDE Tn6 FP inh	PLC-beta3 inh	SIAE inh
O=C(CSc1nccc(=O)[nH]1)Nc1ccc2ccccc2c1	-6	-4	2	-5	-16	-7	-3	4	-9	5
O=C(NNS(=O)(=O)c1ccc(F)cc1F)C1Cc2c(ccc3ccccc23)O1 (configuration not stated)	-1	6	3	-2	5	-1	8	-3	-1	3
Cc1ccc(NC(=O)c2nc[nH]c2C(=O)N2CCc3ccccc3C2)cc1	-2	9	9	-3	3	-2	1	0	-2	-4
COc1ccc(-c2[nH]ncc2-c2ccc(Cl)cc2)c(O)c1	2	7	-1	4	15	-2	-6	3	0	-4
O=C(O)c1ccc(N/N=C/c2ccc(-c3ccccc3)cc2)cc1	7	-8	-3	1	-1	-51	-6	-10	-60	16
CC1(C)N=C(N)N=C(N)N1c1cccc(CN)c1	6	-3	4	-1	-4	0	9	-8	-7	-2
COc1cc(OC)c(NC(=O)CN(C)S(=O)(=O)c2ccc(-c3ccc(=O)[nH]n3)s2)cc1Cl	-3	-20	-2	0	3	2	14	4	-1	-26
O=C(Cc1cccs1)Nc1ccc(F)c(F)c1	-6	1	9	-4	0	-1	-8	-6	-3	-8
O=C(NCC(=O)N1CCc2ccccc2C1)c1ccccc1Cl	0	4	-7	-1	-3	-2	15	-8	2	13
O=C(CN1C2=NCCCN2c2ccccc21)c1cccc(Br)c1	1	-2	0	-1	-5	0	2	10	-4	-2
CN(CCc1ccccc1)C(=O)c1ccc(NC(=O)Cc2cccc(NC(=O)C3CCN(C(=O)C4CCCCC4)CC3)c2)cc1	14	4	0	5	10	2	-11	0	3	-8
Cn1nnnc1Sc1c(Cl)cccc1[N+](=O)[O-]	14	1	-2	4	8	3	4	14	0	4
COc1ccc(-c2ccnc(-c3ccc(O)cc3)n2)cc1	14	6	2	3	7	-1	0	0	-3	-21
FC(F)(F)c1cccc(CN2CCSCC2)c1	-11	-10	-2	-5	-12	0	4	-6	-6	0
Cc1ccccc1NC(=O)NCCCN1CCN(C)CC1	3	-7	5	-5	-3	-7	0	5	-3	-11
COC(=O)C(C(=O)OC)[C@@H]1C=C[C@H](C[N+](=O)[O-])N(C(C)=O)C1	-1	12	-1	-2	0	12*	0	-4	4	-3
O=C(Nc1ccc(Cl)cc1)ON=C1CCCC1	1	2	-1	2	-2	4	-10	5	3	8
Cc1ccc(/C(N)=N/OC(=O)Cc2cccc3ccccc23)cc1	1	-11	-1	-1	-1	-2	-8	-4	-3	-2
c1cncc(-c2nc(NCCCn3ccnc3)c3ccccc3n2)c1	2	12	2	-3	-6	-8	11	2	-15	6
COc1ccc(C(=O)n2nc(C)c(Br)c2C)cc1	-16	4	2	2	8	4	-9	-1	-1	0
Cc1ccc(S(=O)(=O)/N=C(/c2ccc(F)cc2)N2CCCCC2)cc1	-3	7	-5	-1	-6	0	4	7	1	5
CCOC(=O)C1CCCNC1=O (configuration not stated)	-17	8	4	-2	-1	-2	2	-10	-9	-11
Cn1cc(C(=O)N/N=C/c2cccc(O)c2)ccc1=O	16	7	-9	-3	-3	-1	-3	-4	2	-1
COc1cc(C2C(C#N)=C(N)Oc3c2c(-c2ccccc2)nn3-c2ccccc2)cc(OC)c1OC (configuration not stated)	-7	4	3	1	-5	-9	80*	4	-11	23*
Cc1cc(C)c2sc(N(CCCN(C)C)C(=O)c3ccc(S(=O)(=O)N(C)C4CCCCC4)cc3)nc2c1	7	7	-4	4	0	2	-10	0	-3	-3

Shown with two lines to a compound: 6 of the compounds above
Every second line gives: ASAP1 GAP inh, ARFGAP1 inh, Tn7 DDE FP, ADAM17 inh, ADAM10 inh, PLCg1 inh, TDP2 inh, DDE Tn6 FP inh, PLC-beta3 inh, SIAE inh
> Cn1nnnc1Sc1c(Cl)cccc1[N+](=O)[O-]
→ 14, 1, -2, 4, 8, 3, 4, 14, 0, 4
> COc1ccc(-c2ccnc(-c3ccc(O)cc3)n2)cc1
→ 14, 6, 2, 3, 7, -1, 0, 0, -3, -21
> COc1cc(OC)c(NC(=O)CN(C)S(=O)(=O)c2ccc(-c3ccc(=O)[nH]n3)s2)cc1Cl
→ -3, -20, -2, 0, 3, 2, 14, 4, -1, -26
> CCOC(=O)C1CCCNC1=O (configuration not stated)
→ -17, 8, 4, -2, -1, -2, 2, -10, -9, -11
> O=C(CSc1nccc(=O)[nH]1)Nc1ccc2ccccc2c1
→ -6, -4, 2, -5, -16, -7, -3, 4, -9, 5
> Cc1ccc(/C(N)=N/OC(=O)Cc2cccc3ccccc23)cc1
→ 1, -11, -1, -1, -1, -2, -8, -4, -3, -2

(listing goes on)
SMILES	ASAP1 GAP inh	ARFGAP1 inh	Tn7 DDE FP	ADAM17 inh	ADAM10 inh	PLCg1 inh	TDP2 inh	DDE Tn6 FP inh	PLC-beta3 inh	SIAE inh
COc1ccc(-n2nc3c(c2NC(=O)CBr)CSC3)cc1	-4	-3	-5	-1	5	2	-12	7	-4	-1
Cc1ccc(OCC(=O)N2CCc3ccccc32)c([N+](=O)[O-])n1	-9	-3	2	-1	1	1	20	2	2	2
CCCN(C)C[C@@H]1Oc2ncc(Br)cc2C(=O)N([C@@H](C)CO)C[C@H]1C	-2	11	1	1	-1	5	-5	-13	4	-4
C[C@@H]1CN([C@H](C)CO)C(=O)CCCn2cc(nn2)CO[C@H]1CN(C)C(=O)Nc1ccc(N2CCCCC2)cc1	-6	-7	4	-2	-10	-9	5	4	-14	8
CN(c1ccccc1C(=O)NC1CC2CCC1C2)S(=O)(=O)c1ccccc1 (configuration not stated)	-21	0	2	0	3	1	6	1	2	-4
O=C(NCc1ccccc1)C(c1ccco1)N(C(=O)c1csnn1)c1ccccc1 (configuration not stated)	-17	6	3	-1	-8	0	-3	2	-4	6
CCOc1ccccc1N1CCN(C(=O)c2cc3ccccc3cc2OC)CC1	-1	-14	3	-3	-9	3	-6	-3	-8	3
COc1ccc(CNS(=O)(=O)c2cc(CN3C(=O)c4cccnc4C3=O)ccc2OC)cc1	-6	-1	9	-1	-10	0	10	-2	-8	0
COc1ccccc1CNC(=O)CSc1nc2ccccc2c(=O)n1CCCN1CCOCC1	8	-13	5	0	0	2	20	5	2	-3
C/C=C/C(=O)Nc1nnc(C(C)C)s1	10	-6	0	-3	2	-1	7	8	2	-2
O=Cc1cnc(N2CCN(c3ccccc3)CC2)s1	-9	0	6	2	-2	4	12	4	-4	-2
CCNC(=S)Nc1cccc(S(=O)(=O)NC2=NCCC2)c1	8	-5	-8	-4	0	4	1	5	-3	0
O=C(COC(=O)C(Cc1ccccc1)NC(=O)c1ccccc1)c1ccccc1 (configuration not stated)	-10	0	4	1	-2	1	2	-6	3	-7
COc1ccc2oc(C(=O)OCC(=O)N(C)CC(=O)Nc3ccc(C)cc3)c(C)c2c1	-17	-1	3	-35	-116	-73	-11	0	-83	-15
CN(C)c1ccccc1C(=O)N1CCCC(C(=O)c2ccc3ccccc3c2)C1 (configuration not stated)	5	-10	5	-7	-10	2	-17	0	-5	2
C=CC(=O)NCC1OCCc2ccccc21 (configuration not stated)	-5	-10	2	0	-10	3	5	3	-1	0
Cc1cc(C)c(OCC(=O)Nc2nc(-c3ccccn3)cs2)c(C)c1	4	5	-1	1	-1	-6	-13	-6	-4	-7
CC(=O)Nc1ccc(S(=O)(=O)N2CCN(C)CC2)cc1	1	4	6	-6	-13	3	2	-8	0	4
COC(=O)c1cc(-c2ccc(Cl)cc2Cl)n[nH]1	0	0	1	2	5	3	4	4	3	5
COc1cccc(C(=O)NNC(=O)C(=O)Nc2cccc(Cl)c2C)c1	-6	-9	5	1	10	-5	15	5	-8	-4
Cc1ccc(N2CCN(c3ccc(NC(=O)CCC(=O)O)cc3)CC2)cc1	0	0	7	0	3	1	-6	5	1	-4
Cc1ccc(CC(=O)Nc2cc(C)ccn2)cc1	2	8	-5	1	-6	3	-3	1	-8	-2
CCOc1ccc(S(=O)(=O)N2CCOCC2)cc1NC(=O)C1CCC1	3	1	-1	-8	-10	0	-9	0	-8	0
O=C(OCCN1CCN(C2CN(Cc3cn(Cc4ccccc4C(F)(F)F)nn3)S(=O)(=O)C2)CC1)c1cc2ccccc2o1 (configuration not stated)	x	x	4	0	3	1	-4	6	5	6
C[n+]1ccccc1COc1ccc(C(C)(C)C)cc1	11	6	3	0	3	1	2	1	-2	2
COc1ccc(-c2nc(-c3ccccn3)nc(N3CCN(C)CC3)c2C#N)cc1	4	-1	2	-2	-16	-30	-9	17*	-37	-3
CCOc1ccc(N(CC(=O)Nc2c(C)n(C)n(-c3ccccc3)c2=O)S(=O)(=O)c2cc(OC)ccc2OC)cc1	x	x	0	-4	-12	0	-6	-4	0	-6
CN(C)N1C(N)=C(C#N)C(c2ccc(Cl)cc2)C2=C1CCCC2=O (configuration not stated)	-2	-7	0	-5	-10	-16	1	3	-26	7
CCCn1c(=NC(=O)CCS(=O)(=O)c2ccccc2)sc2cc(S(N)(=O)=O)ccc21	4	-11	1	-5	-15	-7	7	4	-13	-8

Ordered by molecular weight (lowest first): some entries from above
SMILES	ASAP1 GAP inh	ARFGAP1 inh	Tn7 DDE FP	ADAM17 inh	ADAM10 inh	PLCg1 inh	TDP2 inh	DDE Tn6 FP inh	PLC-beta3 inh	SIAE inh
C/C=C/C(=O)Nc1nnc(C(C)C)s1	10	-6	0	-3	2	-1	7	8	2	-2
Cc1ccc(OCC(=O)N2CCc3ccccc32)c([N+](=O)[O-])n1	-9	-3	2	-1	1	1	20	2	2	2
COc1cccc(C(=O)NNC(=O)C(=O)Nc2cccc(Cl)c2C)c1	-6	-9	5	1	10	-5	15	5	-8	-4
Cc1ccc(N2CCN(c3ccc(NC(=O)CCC(=O)O)cc3)CC2)cc1	0	0	7	0	3	1	-6	5	1	-4
